# S100A4 inh HTS – blocks human S100A4 binding to myosin IIA peptide; P26447; S100A4/TAMRA-MyoIIA peptide fluorescence polarization; inhibition, % at 10.7 µM; hit rate 0.14% among 360,000; AID 652163;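 active = mean inhibition of at least 70% across replicates, with every replicate also reaching that level; inconclusive = mean inhibition reaches 70% but some replicates fall short; inactive = mean inhibition below 70%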
#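 Material: S100A4 monomer protein | Medium: HEPES pH 7.2 with CaCl2, KCl, NaCl, DTT, Triton | Reagent: Labelled myosin peptide probe, 5 nM | Doses: One dose per compound | Times: 5 min incubation before reading | Benchmarks: Neutral control DMSO, positive control TFP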
# E-selectin induc – E-selectin induction on HUVECs. P16581. HUVEC E-selectin immunofluorescence imaging; normalized: neutral wells 0, TNF-alpha wells 100. activation, % at 7.58 µM. hit rate 0.37% among 260,000;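 active = mean E-selectin-positive cell signal at least 10% of the positive control, reached in at least 60% of replicates, without over 20% cell loss; inconclusive = no rule given, readout overlaps actives, possibly toxicity-flagged; inactive = the rest, including those meeting only one limit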;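 note: in these data hits start at about 27%; measured in HUVEC primary endothelial cells; signal is the percent of cells scored E-selectin positive by PE staining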
# Target sequence (P16581 whole entry, looked up): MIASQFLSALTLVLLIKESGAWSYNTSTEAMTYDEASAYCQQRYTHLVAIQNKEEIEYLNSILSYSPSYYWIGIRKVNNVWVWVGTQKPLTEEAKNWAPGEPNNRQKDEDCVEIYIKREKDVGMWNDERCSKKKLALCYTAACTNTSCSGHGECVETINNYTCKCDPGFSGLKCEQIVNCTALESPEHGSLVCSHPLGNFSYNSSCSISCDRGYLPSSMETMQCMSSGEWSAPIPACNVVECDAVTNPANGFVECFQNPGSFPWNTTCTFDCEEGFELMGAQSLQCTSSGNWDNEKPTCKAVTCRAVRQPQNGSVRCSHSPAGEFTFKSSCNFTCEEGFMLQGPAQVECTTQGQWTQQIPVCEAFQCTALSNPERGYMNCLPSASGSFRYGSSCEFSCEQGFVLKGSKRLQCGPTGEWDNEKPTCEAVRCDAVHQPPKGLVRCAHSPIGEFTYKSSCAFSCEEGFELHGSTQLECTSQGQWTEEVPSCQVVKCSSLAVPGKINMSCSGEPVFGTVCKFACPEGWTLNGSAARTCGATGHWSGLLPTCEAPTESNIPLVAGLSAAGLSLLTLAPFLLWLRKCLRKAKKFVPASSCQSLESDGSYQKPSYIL
#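 Read-out: % PE-positive cells | Test system: HUVEC | Doses: One compound dose added by pin transfer | Buffer or medium: EGM-2 over gelatin coat | Signal: Immunofluorescence imaging | Benchmarks: TNF-alpha, DMSO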
# RAD52 anneal inh – inhibitors of human RAD52 DNA annealing. hit rate 0.46% among 360,000. recombinant RAD52 DNA annealing, FRET fluorescence. inhibition, % at 18.7 µM. AID 651710;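 active = every replicate showing at least 50% inhibition; inconclusive = mean inhibition at least 50% but not in every replicate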
# Target sequence (P43351 whole entry, looked up): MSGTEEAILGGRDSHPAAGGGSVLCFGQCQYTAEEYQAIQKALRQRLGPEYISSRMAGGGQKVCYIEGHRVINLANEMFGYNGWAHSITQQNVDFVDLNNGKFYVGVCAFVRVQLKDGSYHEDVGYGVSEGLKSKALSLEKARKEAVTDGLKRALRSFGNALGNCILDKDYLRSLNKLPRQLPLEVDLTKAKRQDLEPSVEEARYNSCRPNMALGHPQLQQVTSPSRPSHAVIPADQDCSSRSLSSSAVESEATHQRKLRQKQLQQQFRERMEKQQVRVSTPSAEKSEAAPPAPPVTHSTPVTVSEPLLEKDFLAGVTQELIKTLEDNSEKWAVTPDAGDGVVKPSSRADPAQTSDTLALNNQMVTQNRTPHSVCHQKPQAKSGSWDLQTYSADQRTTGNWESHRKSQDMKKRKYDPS
# Xi reactivation – activators of X-chromosome reactivation in mouse fibroblasts. XiGFP mouse fibroblasts, % GFP-positive cells imaging, 3 d; cells co-treated with 5-aza-dC sensitizer; scaled so ellipticine positive control = 100%. activation, % at 7.58 µM. hit rate 0.055% among 360,000. AID 743238;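 active = mean normalized replicate activation at least 10% and every replicate at or above 10%; inconclusive = only one of the two criteria met; inactive = mean below 10% and not all replicates reach 10%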;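 note: 0% = median of on-plate neutral control wells and 100% = ellipticine 6 µM median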
#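 Material: XiGFP fibroblasts, SV40-immortalized. Buffer or medium: DMEM plus 5-aza-dC sensitizer. Compound: single concentration per compound, delivered by pin transfer. Times: 3 days compound exposure. Controls: ellipticine 6 µM.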
# EWS-Fli inh – blocks EWS/Fli oncoprotein-driven transcription; A673 NR0B1-luciferase reporter, viability-normalised; inhibition, % at 12.6 µM; hit rate 0.67% among 350,000; AID 651661;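 active = mean inhibition of at least 50% after viability correction, with every replicate also passing that limit; inconclusive = mean reaches 50% but only one of two replicates passes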;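 note: firefly luciferase signal divided by Alamar Blue viability fluorescence both relative to DMSO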
# FN deposition inh – fibronectin deposition inhibition; AH1F fibroblasts, Alexa488-fibronectin deposition fluorescence, overnight; hit rate 0.086% among 350,000; inhibition, % at 12.6 µM; AID 743247;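 active = mean inhibition across replicates of 30% or more, regardless of how many single replicates reach that level; inconclusive = mean under 30% yet at least half of replicates reach 30%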;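 note: positive control wells lacked labelled fibronectin entirely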
#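 Assay system: AH1F fibroblast monolayer, labelled fibronectin deposition. Amount: 10000 cells per well. Also added: labelled fibronectin 24 nM. Compound: single-point pinned compound. Incubation: cell attachment 1 h, compound and FN exposure overnight. Detection: fluorescence after three HBSS washes, excitation 485 nm, emission 525 nm. Read-out: inhibition of fibronectin deposition signal.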
# esBAF inh – inhibitors of esBAF chromatin remodeling in mouse ES cells | reporter increase, % at 12.5 µM | hit rate 2% among 350,000 | Bmi1-luciferase knock-in reporter, 24 h; 100% = twice the neutral-well signal; in the data active = activation above about 40%; inconclusive = no clear call, values can overlap the other calls;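 note: 0% = median of the plate's neutral control wells and 100% = double that signal; a rise in the Bmi1 reporter signal indicates esBAF inhibition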
# RAD54 inh – inhibitors of human RAD54 branch migration; RAD54 Holliday junction branch migration, FAM/BHQ fluorescence; Q92698; AID 602329; inhibition, % at 10.4 µM; hit rate 0.14% among 360,000;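 active = mean normalized replicate activity at least 40 and at least half of replicates scoring 40 or more; inconclusive = only one of the two criteria met; inactive = mean below 40 and under half of replicates reaching 40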;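 note: 0% = median of neutral control wells and 100% = median of positive control wells; inhibitors cause a drop in the FAM fluorescence signal; in these data hits start at about 50%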
# * hit, by the source's call; ? = inconclusive; nt = no result given; & = joins results of further samples.
SMILES,S100A4 inh HTS,E-selectin induc,RAD52 anneal inh,Xi reactivation,EWS-Fli inh,FN deposition inh,esBAF inh,RAD54 inh
CSc1ncnc2c1ncn2CCCN(C)CCc1ccccn1,4,0.1,-8,0.3,0,7,-8,2
COCCC(=O)N1CCC(Oc2ccc(C(=O)NCc3ccon3)cc2)CC1,4,-0.2,-15,0.0,-1,-6,4,-8
Cc1ccc(O)c(NC(=O)C2CC(c3cccc(Br)c3)=NO2)c1 (configuration not stated),-3,-0.2,-6,0.3,30,-7,-8,3
CCn1ccnc1CNC(=O)CC1C(=O)NCCN1Cc1ccccc1F (configuration not stated),10,-0.2,-9,nt,-2,-5,nt,0
CCN(CC(=O)NCc1cccs1)C(=O)c1cccc(S(=O)(=O)NC)c1,-1,0.1,-21,-0.1,1,1,5,-1
CC1C=NC(S(=O)(=O)N2CC[C@H]3[C@@H](CO)N(C)c4ccc(C5=CCCCC5)cc4[C@H]32)=N1 (some centres not stated),15,0.4,3,0.3,-3,-11,-1,0
COc1ccc(-c2nc(-c3ccncc3)no2)c(OC)c1,-1,nt,-6,0.2,35,-1,-44,-9
O=C(CC(=O)c1ccccc1)Nc1cccnc1,-11,0.4,-14,0.1,-17,4,nt,-20
Cc1cccc(OCCN2C(=O)c3ccccc3C2=O)c1,0,nt,-4,0.2,-43,11,nt,nt
N#Cc1cccc(-c2ccc([C@@H]3[C@H](CO)N4CCCCN(C(=O)Nc5cccc(F)c5)C[C@@H]34)cc2)c1,-4,0.9,-9,0.0,26,nt,-11,11
COc1ccccc1NC(=O)N1CC(=O)N2[C@H](C1)[C@@H](c1ccc(C#Cc3ccc(F)cc3)cc1)[C@@H]2CO,-2,-0.8,-7,0.0,nt,nt,nt,nt
CC1C=CCC2C(=O)N(c3cccc(C(=O)NCc4ccccc4)c3)C(=O)C12 (configuration not stated),2,0.5,-24,-0.1,20,9,-2,6
Cc1ccc(CNC(=O)CCS(=O)(=O)c2cc3c(cc2C)NC(=O)CO3)cc1,2,0.4,-7,-0.1,2,1,7,-19
O=C1c2ccccc2C2(c3ccccc3)NCCN12 (configuration not stated),-4,nt,nt,nt,nt,-6,2,1
O=C(O)c1cccc(N/N=C/c2ccc(-c3ccccc3)cc2)c1,3,1.7,-26,0.2,22,-8,nt,nt
O=C(c1cnn(C(=O)COc2ccc(Cl)cc2)c1)c1ccccc1O,0,nt,-12,0.0,14,1,nt,nt
COC(=O)c1ccccc1NC(=O)CSc1nc(N)cc(=O)[nH]1,8,nt,-12,0.2,5,23,nt,nt
N#CC(=Nc1cccc(F)c1)C1=C(O)c2ccccc2C1=O,-6,-0.1,-14,1.2,-50,-5,nt,nt
COC(=O)C(=Cc1ccncc1)c1cccc2ccccc12,0,4.8,-53,-0.1,-7,nt,nt,nt
O=C(Nc1nc(-c2cc(F)ccc2F)cs1)c1cccc(N2C(=O)CCC2=O)c1,-5,0.9,-9,0.0,-3,9,nt,nt
COc1ccc(CN2C(=O)c3cccnc3C2=O)cc1S(=O)(=O)N1CCCCC1,5,nt,-6,0.0,-8,1,2,-5
CC(C)(C)N1C(=O)[C@H]2[C@@H](c3ccc(Br)cc3)N3C(=O)N(c4cccc(F)c4)C(=O)[C@@]3(Cc3ccccc3)[C@H]2C1=O,1,-0.1,-9,-0.1,-1,-12,-3,-1
O=C(C[C@H]1C=C[C@@H](NC(=O)C2CC2)[C@H](CO)O1)NCCCN1CCOCC1,5,4.5,1,0.3,8,nt,-3,0
COc1ccc(S(=O)(=O)Nc2ccc3c(c2)C(=O)N([C@@H](C)CO)C[C@@H](C)[C@H](CN(C)S(=O)(=O)c2c(C)noc2C)OCCCC[C@H](C)O3)cc1,7,nt,-33,0.1,21,0,1,4
CC1(NC(=O)Cc2c(Cl)cccc2Cl)CCS(=O)(=O)C1 (configuration not stated),-2,nt,-9,-0.1,3,5,5,-1
CC(OC(=O)CCC(=O)c1cccs1)C(=O)NC1CCCCC1C (configuration not stated),-13,0.4,3,0.0,-3,3,1,7
CC(=O)NC(Cc1cccc(C)c1)C(=O)NC1CCN(c2ncccc2[N+](=O)[O-])CC1 (configuration not stated),-2,nt,-18,0.0,-2,1,nt,-5
Cc1cccc(N2CCN(C(=O)c3ccc4c(c3)NC(=O)C(CSCc3cccc(F)c3)N4)CC2C)c1 (configuration not stated),-9,nt,-20,1.0,nt,10,-10,-7
COc1ccc(S(=O)(=O)N(C)C[C@H]2Oc3cc(-c4ccccc4OC)ccc3S(=O)(=O)N([C@H](C)CO)C[C@H]2C)cc1,2,-0.1,3,-1.0,0,nt,4,3
O=C(COc1ccc(Br)cc1)N1CCNC1=O,1,0.3,2,0.0,nt,-1,20,-12

# Next section, starting with the last two of the part before.
SMILES,S100A4 inh HTS,E-selectin induc,RAD52 anneal inh,Xi reactivation,EWS-Fli inh,FN deposition inh,esBAF inh,RAD54 inh
COc1ccc(S(=O)(=O)N(C)C[C@H]2Oc3cc(-c4ccccc4OC)ccc3S(=O)(=O)N([C@H](C)CO)C[C@H]2C)cc1,2,-0.1,3,-1.0,0,nt,4,3
O=C(COc1ccc(Br)cc1)N1CCNC1=O,1,0.3,2,0.0,nt,-1,20,-12
O=C(c1ccncc1)N1CC(=O)N2[C@H](C1)[C@@H](c1ccc(/C=C/c3ccccc3)cc1)[C@@H]2CO,-17,-0.2,nt,0.1,-7,nt,nt,nt
COc1ccc(NC(=O)N(C)C[C@H]2OCCCC[C@@H](C)Oc3ccc(NC(=O)CCCN(C)C)cc3C(=O)N([C@H](C)CO)C[C@@H]2C)cc1,-18,-0.2,-25,0.0,-10,nt,-4,8
COc1ccccc1-c1ccc([C@H]2[C@@H](CO)N3CCCCN(Cc4ccncc4)C[C@H]23)cc1,nt,0.5,nt,0.4,15,nt,-6,3
CC(C)(C)[C@H]1C=C(C(=O)NCc2ccccc2)O[C@@H](OCCCCO)C1,-3,-0.3,-2,0.0,-3&-23,4,3,-9
O=C(C[C@@H]1C=C[C@H](NC(=O)NC2CCCCC2)[C@H](CO)O1)NCc1ccc(F)cc1,0,0.0,-9,0.0,-6,-1,0,8
O=C(Nc1ccc(F)cc1)N1C[C@@H]2[C@H](c3ccccc31)[C@H](CO)N2C(=O)c1ccncc1,nt,0.0,nt,0.0,-11,1,1,-5
COc1ccc(S(=O)(=O)N2CCOCC2)cc1NC(=O)CSc1nnc(NC2CC2)s1,2,0.1,9,0.0,9,9,nt,-4
COc1ccc(/C=C/C(=O)Nc2cccc(C(C)=O)c2)cc1,2,7.0,0,0.1,-49,-6,39,-1
O=C(C[C@H]1C[C@H]2c3cc(NC(=O)C4CCC4)ccc3O[C@H]2[C@@H](CO)O1)NCc1ccccn1,-7,-0.2,-3,0.0,-2,nt,1,2
O=C(NC1CCCC1)c1ccc(Cl)c(S(=O)(=O)N2CCCCC2)c1,7,nt,-9,0.5,14,10,2,2
COc1ccc2c3c(n(C)c2c1)[C@H](CO)N(C)CC31CN(S(=O)(=O)c2cccs2)C1,8,-0.2,4,0.1,-2,-3,nt,nt
COc1ccccc1CC(=O)c1ccccc1OC,-5,0.5,-1,0.4,8,2,-9,11
CC1CC(C)CN(S(=O)(=O)N2CCCC(C(=O)NC(C)c3ccccc3)C2)C1 (configuration not stated),9,nt,-6,0.1,nt,1,2,2
Cc1ccc(NC2(C#N)C(=O)Nc3ccccc32)cc1C (configuration not stated),2,0.5,0,-0.1,14,-1,-4,-1
CO[C@@H]1CN(C)C(=O)c2ccc(NC(=O)C3CC3)cc2OC[C@H](C)N(Cc2cncnc2)C[C@@H]1C,nt,-0.2,nt,-0.1,2,-3,-2,nt
COc1ccc2c(CC(=O)O)cc(=O)oc2c1,10,4.9,-14,0.1,3,-1,1,0
O=C(NNC(=O)C12CC3CC(CC(O)(C3)C1)C2)c1ccccc1O,-4,-0.1,-4,0.0,nt,nt,-2,-3
O=[N+]([O-])c1ccccc1-c1ccc(C(=S)N2CCN(c3ccccc3)CC2)o1,-1,14,-15,?,-11,-1,5,-10
CCN(Cc1ccccc1)C(c1cccc(C#N)c1)c1nnnn1C(C)(C)C (configuration not stated),3,nt,1,nt,5,nt,-6,-10
COCCNC(=O)C[C@H]1C[C@H]2c3cc(NC(=O)COC)ccc3O[C@H]2[C@@H](CO)O1,-27,0.0,-46,0.0,-2,-14,0,9
O=C(c1ccco1)N1CCCC(N2CCN(c3ccccc3F)CC2)C1 (configuration not stated),-5,0.5,-4,-0.1,-8,-9,1,-3
CS(=O)(=O)N1CCCCN2[C@@H](CO)[C@@H](c3ccc(C4=CCCC4)cc3)[C@@H]2C1,1,0.0,-20,0.4,-6,nt,nt,0
COc1cccc(N2CCN(C(=O)Nc3ccccc3Cl)CC2)c1,-1,nt,-7,0.0,-9,18,-6,-13
CCc1ccc(O)c(-c2cc(C(=O)Nc3cccnc3)[nH]n2)c1,1,-0.1,-7,-0.1,-10,3,56*,6
CC1CN(c2ccccc2)NC1=O (configuration not stated),4,5.0,-2,0.0,-1,-7,nt,nt
Cc1noc(C)c1NC(=O)N(C)C[C@@H]1OCCCC[C@H](C)Oc2ccc(NC(=O)Nc3ccc(F)cc3)cc2C(=O)N([C@@H](C)CO)C[C@@H]1C,3,-0.3,21,0.0,1,-6,-6,0
COc1cccc(NC(=O)N2[C@@H](CO)[C@H](c3ccccc3)[C@@H]2CNCC(C)C)c1,3,0.9,-13,0.0,nt,-1,nt,nt
O=C(Nc1nc(-c2cccnc2)cs1)c1ccccc1F,-11,nt,-23,0.1,-54,nt,nt,nt

# Gathered by group, those above containing a Cl atom.
SMILES,S100A4 inh HTS,E-selectin induc,RAD52 anneal inh,Xi reactivation,EWS-Fli inh,FN deposition inh,esBAF inh,RAD54 inh
O=C(c1cnn(C(=O)COc2ccc(Cl)cc2)c1)c1ccccc1O,0,nt,-12,0.0,14,1,nt,nt
CC1(NC(=O)Cc2c(Cl)cccc2Cl)CCS(=O)(=O)C1 (configuration not stated),-2,nt,-9,-0.1,3,5,5,-1
O=C(NC1CCCC1)c1ccc(Cl)c(S(=O)(=O)N2CCCCC2)c1,7,nt,-9,0.5,14,10,2,2
COc1cccc(N2CCN(C(=O)Nc3ccccc3Cl)CC2)c1,-1,nt,-7,0.0,-9,18,-6,-13

# Source: PubChem BioAssay (Broad Institute)
